AMA1-RON2 inh: qHTS for Inhibitors of AMA1-RON; Towards Development of Antimalarial Drug Lead: Primary Screen; AID 720542, 2013; 360,000 tested, 0.2% active; Potency, µM (highest dose often 58.2 µM), without a hit: top-dose activity change, negative = inhibition, usual class: inhibitors; AlphaScreen AMA1-biotinylated RON2 peptide binding; Plasmodium falciparum AMA1 (3D7) - RON2 peptide interaction;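 note: potency is the fitted concentration of half-maximal effect; 0% = vehicle wells and -100% = peptide control; nearly all actives have a fitted effect of over 45% in size; some results filed as inactive show a strong effect at the top dose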
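AMA1 (3D7) with his tag at 25 nM final met compounds first, then biotinylated RON2 peptide at 25 nM; detection used donor plus acceptor beads, 10 µg/mL apiece, read by AlphaScreen after 30 min at room temperature.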
Cycloheximide cs: Cycloheximide Counterscreen for Small Molecule Inhibitors of Shiga Toxin; cell reporter, cycloheximide protein synthesis inhibition counterscreen; max response, %; 300,000 tested, 12% active; AID 2314, 2010; in the data active = max response mostly above about 13%, no sharp cut-off; inactive = mostly below about 14%; note: read at 38.3 µM for the half of the compounds with a filed dose; 0% is about no effect
AmpC no deterg: qHTS Inhibitors of AmpC Beta-Lactamase (assay without detergent); P00811; AmpC nitrocefin hydrolysis, absorbance 480 nm, 0.0001% Triton; Potency, µM (titrated, usually from 57.1 µM), for the others: at the highest dose activity change, negative = inhibition, hits mostly inhibitors; 330,000 tested, 0.52% active; AID 485341, 2010;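 note: potency is the fitted concentration of half-maximal effect; plate controls were no compound for no effect and no enzyme for full effect; nearly all actives have a fitted effect of over 20% in size; some results filed as inactive show a strong effect at the top dose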
Target sequence (P00811 whole entry, looked up): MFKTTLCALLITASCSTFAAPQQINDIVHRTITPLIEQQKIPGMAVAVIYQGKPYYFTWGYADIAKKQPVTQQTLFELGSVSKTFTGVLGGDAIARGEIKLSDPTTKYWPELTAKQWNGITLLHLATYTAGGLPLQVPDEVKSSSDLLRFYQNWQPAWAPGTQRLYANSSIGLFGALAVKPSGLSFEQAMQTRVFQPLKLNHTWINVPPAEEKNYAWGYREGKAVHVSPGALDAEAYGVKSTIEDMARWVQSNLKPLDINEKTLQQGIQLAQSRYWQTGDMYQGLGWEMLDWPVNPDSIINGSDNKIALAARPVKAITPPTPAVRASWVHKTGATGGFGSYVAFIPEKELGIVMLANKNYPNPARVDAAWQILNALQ
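20 mM phosphate pH 7.0 + 0.01% (detergent screen) or 0.0001% Triton X-100; 5.3 nM AmpC reagent; cpd preinc 15 min RT; nitrocefin (800 uM stock) to start; A480 q20 s × 4 min; Activity was normalised to no-enzyme and no-compound control wells.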
HCMV antiviral: qHTS Assay for inhibitors of the human cytomegalovirus (HCMV); HFF cells, HCMV-luciferase reporter, 72 h; stronger effect = lower value; activity change, negative = inhibition, % at 57.5 µM; 410,000 tested, 4.5% active; AID 1259415, 2018; in the data active = activity change below about -60%; inconclusive = no clear call, values can overlap the other calls; inactive = above about -39%; note: % is set by controls: 0 for no effect and ±100 for the full control effect
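Inhibition of viral replication was scored as loss of reporter luminescence in HFFs infected with HCMV-luciferase (MOI 1 PFU/cell) for 72 h; compounds tested at 2 doses, normalized to buffer and Salinomycin controls.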
AmpC inh detg: qHTS Inhibitors of AmpC Beta-Lactamase (assay with detergent); AmpC hydrolysis of nitrocefin, absorbance 480 nm, 0.01% Triton; Potency, µM (titrated, usually from 114 µM), for inactives: at the top dose activity change, negative = inhibition, hits mostly inhibitors; 370,000 tested, 0.041% active; AID 485294, 2010;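 note: potency is the fitted concentration of half-maximal effect; 0% = no-compound wells and -100% = no-enzyme wells; nearly all actives have a fitted effect of over 25% in size; some results filed as inactive show a strong effect at the top dose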
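20 mM phosphate pH 7.0 + 0.01% (detergent screen) or 0.0001% Triton X-100; 5.3 nM AmpC reagent; cpd preinc 15 min RT; nitrocefin (800 uM stock) to start; A480 q20 s × 4 min; Activity was normalised to no-enzyme and no-compound control wells.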
FBPA Giardia inh: qHTS Assay for Inhibitors of Fructose-1,6-bisphosphate Aldolase from Giardia Lamblia | 290,000 tested, 0.71% active | AID 2451, 2010 | A8B2U2 | Potency, µM (series often up to 59.6 µM), for inactives: at the top dose activity, negative = inhibition, hits mostly inhibitors | purified Giardia FBPA; note: potency is the fitted concentration of half-maximal effect; % is set by controls: 0 for no effect and ±100 for the full control effect; nearly all actives have a fitted effect of over 55% in size
Target sequence (A8B2U2 whole entry, looked up): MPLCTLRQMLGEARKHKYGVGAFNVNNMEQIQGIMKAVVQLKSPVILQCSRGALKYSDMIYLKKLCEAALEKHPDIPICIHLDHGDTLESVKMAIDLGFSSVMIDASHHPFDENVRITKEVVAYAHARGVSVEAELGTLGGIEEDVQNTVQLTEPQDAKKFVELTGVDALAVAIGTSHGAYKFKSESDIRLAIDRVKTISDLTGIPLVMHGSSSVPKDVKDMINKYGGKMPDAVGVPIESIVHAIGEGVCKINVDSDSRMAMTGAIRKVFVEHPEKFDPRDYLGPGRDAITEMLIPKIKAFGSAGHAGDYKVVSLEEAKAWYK
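Giardia FBPA (40 nM reagent) was preincubated 10 min at RT with compound (up to 57.5 uM final), then substrate plus GAPDH/TPI/NAD/arsenate coupling system with diaphorase/resazurin was added; resorufin fluorescence (525/598 nm) was read after 20 min.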
Shiga toxin inh: A qHTS for Small Molecule Inhibitors of Shiga Toxin; Vero cells, Shiga toxin protein synthesis inhibition reporter; inhibition, % at 38.7 µM; 290,000 tested, 9.2% active; AID 2315, 2010; in the data active = inhibition mostly above about 28%, no sharp cut-off; inactive = mostly below about 43%; note: 0% is about no effect
An asterisk follows results filed as active; & = joins results of further samples; [ ] = remark or other dose. Unless noted, calls come from the whole dose curve; as a rule, active = well fitted curve in the direction sought with a large enough effect; inconclusive = small, poorly fitted or top-dose-only effect, or another doubt; inactive = no such curve, though single readings can be large; an effect the other way counts as inactive or inconclusive.

`COCc1c(C(=O)N/N=C/c2c[nH]c3ccccc23)nnn1-c1nonc1N` gave AMA1-RON2 inh 3%, Cycloheximide cs -3, AmpC no deterg -4%, HCMV antiviral 6, AmpC inh detg -3%, FBPA Giardia inh -2% and Shiga toxin inh 30.
Screening Cc1ccc(C)c(S(=O)(=O)N/N=C/c2ccc(F)cc2)c1 returned AMA1-RON2 inh 1%, Cycloheximide cs 6, AmpC no deterg -26%, HCMV antiviral 28, AmpC inh detg -7%, FBPA Giardia inh -1% and Shiga toxin inh -13.
`Cc1ccc(S(=O)(=O)N2CCOCC2)cc1C(=O)N1CCC(Cc2ccccc2)CC1` gave AMA1-RON2 inh -7%, Cycloheximide cs -6, AmpC no deterg 184%[activator], HCMV antiviral 4, AmpC inh detg 2%, FBPA Giardia inh 5% and Shiga toxin inh -5.
C(#Cc1c(-c2ccsc2)sc2ccccc12)c1ccsc1 was read as AMA1-RON2 inh 34%[activator], AmpC no deterg -38% and HCMV antiviral -20.
Screening COc1ccc(C(=O)Oc2ccc(C(c3c(C)[nH][nH]c3=O)c3c(C)[nH][nH]c3=O)cc2OC)cc1 returned Cycloheximide cs -14, HCMV antiviral inconclusive, AmpC inh detg 9% and Shiga toxin inh -5.
For CCc1cccc(CC)c1-n1c(SCn2nnc3ccccc3c2=O)nnc1-c1cccnc1 the results were AMA1-RON2 inh -6%, Cycloheximide cs -2, AmpC no deterg 79%[activator], HCMV antiviral inconclusive, AmpC inh detg 1%, FBPA Giardia inh 9% and Shiga toxin inh -13.
Screening COc1ccccc1CN1CCNC(=O)C1CC(=O)N(C)Cc1ccon1 (stereo not given) returned AMA1-RON2 inh -1%, Cycloheximide cs -2, AmpC no deterg -12%, HCMV antiviral -21, AmpC inh detg 6%, FBPA Giardia inh -15% and Shiga toxin inh -3.
Screening O=C(CSc1nccn1-c1cccc(Cl)c1)NC1CCCC1 returned AMA1-RON2 inh -13%, Cycloheximide cs -3, AmpC no deterg 6%, HCMV antiviral 6, AmpC inh detg inconclusive, FBPA Giardia inh 0% and Shiga toxin inh 23.
For Cc1[nH]nc(N=CC2=C(O)CC(c3ccco3)CC2=O)c1-c1ccccc1 (stereo not given) the results were AMA1-RON2 inh -11%&16%, Cycloheximide cs 14*, AmpC no deterg -23%, HCMV antiviral 2&2, AmpC inh detg -4%, FBPA Giardia inh -9% and Shiga toxin inh 73.
Screening COc1ccc(OCC(=O)N/N=C2\CCCCc3ccccc32)cc1 returned AMA1-RON2 inh 17%, Cycloheximide cs 4, AmpC no deterg 0%[2.29 µM], HCMV antiviral -29, AmpC inh detg -6%, FBPA Giardia inh 3% and Shiga toxin inh -9.
COC(=O)c1ccc(C23CC4(C2)[C@H](CN(C)[C@@H]4c2ccccc2)C3c2ccccc2)cc1 (stereo not given in full) was read as AMA1-RON2 inh inconclusive, Cycloheximide cs 3, AmpC no deterg 50%, HCMV antiviral 16, AmpC inh detg 1%, FBPA Giardia inh -1%&5% and Shiga toxin inh 3.
Screening Cc1cc2occ(CC(=O)Nc3nccs3)c2cc1C(C)C returned AMA1-RON2 inh 2%, Cycloheximide cs -4, AmpC no deterg -40%, HCMV antiviral inconclusive, AmpC inh detg -5%, FBPA Giardia inh -2% and Shiga toxin inh -11.
O=C(c1ccccc1Cl)N(Cc1ccc(Br)cc1)N1C(=O)CCC1=O was read as AMA1-RON2 inh 2%, Cycloheximide cs -1, AmpC no deterg 7%, HCMV antiviral -38, AmpC inh detg -3%, FBPA Giardia inh 0% and Shiga toxin inh -14.
For Cc1cc(Sc2nnc(/N=C/N(C)C)s2)c2ccccc2n1 the results were AMA1-RON2 inh 1%, Cycloheximide cs -1, AmpC no deterg 41%, HCMV antiviral -106*, AmpC inh detg 1%, FBPA Giardia inh 1% and Shiga toxin inh -15.
For CCc1ccc(NC(=O)Cn2nnc(C(=O)NCc3ccc4c(c3)OCO4)c2N)cc1 the results were AMA1-RON2 inh 2%, Cycloheximide cs -4, AmpC no deterg -19%, HCMV antiviral -29, AmpC inh detg -15%, FBPA Giardia inh 0% and Shiga toxin inh 1.
For COc1ccc(Cl)cc1C(=O)Nc1ccc(NC(=O)c2ccco2)cc1 the results were AMA1-RON2 inh 6%, Cycloheximide cs 12, AmpC no deterg -32%, AmpC inh detg -8%, FBPA Giardia inh 9% and Shiga toxin inh 16.
Screening Fc1ccc(-c2nnc3ccc(N4CCCC4)nn23)cc1 returned AMA1-RON2 inh -3%, Cycloheximide cs -7, AmpC no deterg -9%, HCMV antiviral -38, AmpC inh detg -10%, FBPA Giardia inh -2% and Shiga toxin inh -11.
`COc1cccc(CN2CC(C(=O)NCCCn3ccnc3C)CCC2=O)c1` (stereo not given) gave AMA1-RON2 inh -10%, Cycloheximide cs -3, AmpC no deterg -2%, HCMV antiviral 9, AmpC inh detg -2%, FBPA Giardia inh -3% and Shiga toxin inh -19.
Screening CSCCC(NC(=O)c1ccccc1)C(=O)Nc1ccc(NC(C)=O)cc1 (stereo not given) returned Cycloheximide cs -2, AmpC no deterg -14%, HCMV antiviral 14, AmpC inh detg inconclusive, FBPA Giardia inh 6% and Shiga toxin inh 9.
`CN(C)S(=O)(=O)c1ccc(N2CCCC2)c(C(=O)NNC(=O)COc2ccccc2Cl)c1` gave AMA1-RON2 inh 120%[activator], AmpC no deterg -13%, HCMV antiviral -4 and AmpC inh detg -13%.
For COc1ccc(-c2noc(CNS(=O)(=O)c3ccccc3)n2)cc1 the results were AMA1-RON2 inh 14%, Cycloheximide cs 17*, AmpC no deterg -27%, HCMV antiviral -11, AmpC inh detg -9%, FBPA Giardia inh 9% and Shiga toxin inh 41.
Cc1ccc2ccc(S(=O)(=O)NCc3ccco3)cc2c1 was read as AMA1-RON2 inh -6%, Cycloheximide cs 8, AmpC no deterg -37%, HCMV antiviral -1, AmpC inh detg 3%, FBPA Giardia inh -2% and Shiga toxin inh 27.
FC(F)(F)c1cccc(NC(=S)Nc2ccc(Cl)c(Cl)c2)c1 was read as AMA1-RON2 inh 17%, Cycloheximide cs 7, AmpC no deterg -56%, HCMV antiviral 6, AmpC inh detg 0%, FBPA Giardia inh -11% and Shiga toxin inh -1.
Screening CCN(CC)CCN1C(=O)C(=O)/C(=C(/O)c2c(C)[nH]c(C(=O)OC)c2C)C1c1cccnc1 (stereo not given) returned AMA1-RON2 inh -30%, Cycloheximide cs 11, AmpC no deterg -17%, HCMV antiviral 1, AmpC inh detg -14%, FBPA Giardia inh 12% and Shiga toxin inh 12.
O=C(NCc1ccccn1)c1ccc(=O)oc1 was read as AMA1-RON2 inh -18%, Cycloheximide cs -3, AmpC no deterg -15%, HCMV antiviral -4, AmpC inh detg inconclusive, FBPA Giardia inh 8% and Shiga toxin inh 25.
For COc1[nH]c2ccc(F)cc2c1C(=O)OCC1CCN(CCNS(C)(=O)=O)CC1 the results were AMA1-RON2 inh -1%, HCMV antiviral -2 and FBPA Giardia inh -3%&5%.
Screening COc1ccc(-c2ccc(C(C)=O)cc2)cc1[C@H]1[C@H]2C=CC[C@@H](C)[C@@H]2C(=O)N1Cc1ccccc1 returned AMA1-RON2 inh 12%, Cycloheximide cs -3, AmpC no deterg -5%, HCMV antiviral -90*, AmpC inh detg -1%, FBPA Giardia inh -1% and Shiga toxin inh 5.
`COc1cccc(NC(=O)c2ncc(Cl)c(Cl)c2Cl)c1` gave AMA1-RON2 inh 0%, Cycloheximide cs 32*, AmpC no deterg -14%, HCMV antiviral 53, AmpC inh detg -18%, FBPA Giardia inh -2% and Shiga toxin inh 63*.
For CN(C)CCCN(C(=O)c1ccc(S(=O)(=O)N2CCCCC2)cc1)c1nc2cc3c(cc2s1)OCO3 the results were AMA1-RON2 inh -16%, Cycloheximide cs 4, AmpC no deterg 164%[activator], HCMV antiviral -7, AmpC inh detg -2%, FBPA Giardia inh -1% and Shiga toxin inh 21.
Screening Cc1cc2ncc(Cl)nc2cc1C returned AMA1-RON2 inh 1%, Cycloheximide cs 3, AmpC no deterg -7%, HCMV antiviral -22, AmpC inh detg -2%, FBPA Giardia inh 14% and Shiga toxin inh 9.
For O=C(NCCN1C(=O)S/C(=C\c2ccccc2F)C1=O)C1CCCN1C(=O)c1cccs1 (stereo not given) the results were AMA1-RON2 inh -4%, Cycloheximide cs 10, AmpC no deterg 5%, HCMV antiviral -38, AmpC inh detg 1%, FBPA Giardia inh 3% and Shiga toxin inh -2.
For CC(Sc1n[nH]c(N)n1)C(=O)NC1CCCCC1C (stereo not given) the results were AMA1-RON2 inh 2%, Cycloheximide cs -2, AmpC no deterg -7%, HCMV antiviral -21, AmpC inh detg -10% and Shiga toxin inh -2.
Screening N/C(=N\OC(=O)c1ccc(Cl)cc1)c1[nH]ncc1Br returned AMA1-RON2 inh 71%[activator], Cycloheximide cs 64*, AmpC no deterg -44%, HCMV antiviral -2, AmpC inh detg 3%, FBPA Giardia inh 0% and Shiga toxin inh 95*.
`O=C(CSc1nnc(CNC(=O)c2cccs2)o1)Nc1ccccc1F` gave AMA1-RON2 inh 4%, Cycloheximide cs 2, AmpC no deterg -11%, HCMV antiviral -22, AmpC inh detg -15% and Shiga toxin inh -5.
Screening CCOC(=O)C1C(=O)CC(=O)CC1CC(C)SCC (stereo not given) returned AMA1-RON2 inh 19%, Cycloheximide cs -4, AmpC no deterg 15%, HCMV antiviral 18, AmpC inh detg 4%, FBPA Giardia inh 6% and Shiga toxin inh 2.
COc1ccccc1NC(=O)/C(C#N)=C/c1ccc(OCCN2CCOCC2)c(OC)c1 was read as AMA1-RON2 inh 13%, Cycloheximide cs 4, AmpC no deterg -33%, AmpC inh detg -6% and Shiga toxin inh 30.
For COc1ccc(Cn2c(C(C)C)nc3sc4ccccc4c(=O)c3c2=O)cc1 the results were AMA1-RON2 inh -3%, Cycloheximide cs -2, AmpC no deterg -9%, HCMV antiviral -18, AmpC inh detg 1%, FBPA Giardia inh 5% and Shiga toxin inh 21.
`CCOC(=O)/C(C#N)=C/C=C1/C=CC=CN1C` gave AMA1-RON2 inh -5%, Cycloheximide cs 27*, AmpC no deterg -10%, HCMV antiviral -18, AmpC inh detg -3%, FBPA Giardia inh -16% and Shiga toxin inh 34.
CC1(C)CC2CC(C)(CN2S(=O)(=O)c2ccc(C(=O)Nc3ccc(S(=O)(=O)N4CCOCC4)cc3)cc2)C1 (stereo not given) was read as AMA1-RON2 inh -6%, Cycloheximide cs -2, AmpC no deterg 5%, HCMV antiviral -90*, AmpC inh detg inconclusive, FBPA Giardia inh 0% and Shiga toxin inh -7.

From PubChem
